Bioassay records (PubChem)
Tn6 DDE FP = inhibitors of Tn6 peptide binding to fibrin DD(E), primary screen, biochemical, fluorescence polarization, human fibrin, Tn6 probe; actives 0.21% (n = 370,000); AID 720509, 2013; Fibrinogen beta chain (Homo sapiens), P02675; Fibrin DD(E) TRITC-Tn6 fluorescence polarization displacement; inhibition, % at 8.3 µM;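 active = inhibition above a per-campaign cutoff: mean of compounds within control limits plus 3 SD, cut at about 15% in these data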;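 also: 0% = median of all compound wells on the plate and 100% = blocking peptide control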
ARFGAP1 inhibitor = inhibitors of rat ARFGAP1 GAP activity, primary screen, biochemical, fluorescence polarization, GDP tracer; Arfgap1-stimulated ARF1 GTP hydrolysis, GDP FP detection; actives 0.26% (n = 360,000); inhibition, % at 16.5 µM; ADP-ribosylation factor GTPase-activating protein 1 (Rattus norvegicus), Q62848;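 active = inhibition above a per-plate limit, mean inhibition of low control wells plus 3 SD, cut at about 25% in these data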;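 also: 0% = DMSO wells with enzyme and 100% = wells lacking Arfgap1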
Target sequence (Q62848 1-136 limits assumed): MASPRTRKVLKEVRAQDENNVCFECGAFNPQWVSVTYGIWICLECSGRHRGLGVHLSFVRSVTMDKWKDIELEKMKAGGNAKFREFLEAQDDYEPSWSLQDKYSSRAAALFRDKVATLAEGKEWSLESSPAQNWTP
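system = rat Arfgap1 catalytic domain, aa 1-136 | technique = FP, GDP Alexa 633 tracer displaced from anti-GDP antibody, 620/688 nm | compound = one concentration, 16.5 µM, DMSO 1.26% | medium = HEPES-based buffer, pH 7.5 | timing = compound-enzyme preincubation 20 min, reaction 120 min, detection 60 min, 25 °C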
Rev-erbA mod = modulators of Rev-erb alpha DNA binding, primary screen, biochemical, FITC-DNA, fluorescence polarization, uHTS; Nuclear receptor subfamily 1 group D member 1 (Homo sapiens), P20393; Rev-erbα–FITC-DNA binding, 90 min; activity, % at 10 µM; actives 0.79% (n = 370,000); AID 1259318, 2017;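 active = activity above about 14%, limit read from the data; passing the limit was not always enough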;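 also: 0% = DMSO wells with 35 nM protein and 100% = DMSO wells with 750 nM protein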
UHRF1 binding = UHRF1 methylated DNA binding inhibitors, primary screen, counter-screen for MBD2 inhibitor project, biochemical, TR-FRET, human UHRF1, single concentration; UHRF1 binding to methylated oligo; inhibition, % at 4.4 µM; actives 0.75% (n = 370,000); AID 687016, 2013; in the data active = inhibition above about 21%;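 also: UHRF1 SRA domain binding a hemimethylated CpG hairpin DNA probe; 0% = median of test compound wells and 100% = reference inhibitor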
proKLK7 act = proKLK7 zymogen activators, primary screen, biochemical, fluorescence intensity. Kallikrein-7 (Homo sapiens), P49862. purified proKLK7, EDANS-DABCYL substrate fluorescence; 100% is mature enzyme control, 0% vehicle. activation, % at 7 µM. actives 0.9% (n = 370,000). AID 652039, 2013;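 active = activation above the mean of all tested compounds plus 3 SD, computed per campaign excluding outliers beyond control limits, cut at about 13% in these data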
Target sequence (P49862 whole entry, looked up): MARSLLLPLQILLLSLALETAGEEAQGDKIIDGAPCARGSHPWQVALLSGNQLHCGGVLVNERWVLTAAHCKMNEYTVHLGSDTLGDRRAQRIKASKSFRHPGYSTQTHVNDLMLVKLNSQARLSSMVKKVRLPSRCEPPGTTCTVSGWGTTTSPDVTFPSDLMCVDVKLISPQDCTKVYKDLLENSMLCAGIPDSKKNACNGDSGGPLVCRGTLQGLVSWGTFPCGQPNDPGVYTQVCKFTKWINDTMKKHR
ASAP1 inh = inhibitors of human ASAP1 ArfGAP activity, primary screen, biochemical, fluorescence polarization; inhibition, % at 16.5 µM; ASAP1-stimulated ARF1 GTP hydrolysis, GDP FP detection; Arf-GAP with SH3 domain, ANK repeat and PH domain-containing protein 1 (Homo sapiens), …; actives 0.19% (n = 360,000); in the data active = inhibition above about 25%;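 also: 0% = vehicle with enzyme and substrate and 100% = no enzyme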
Target sequence (Q9ULH1 325-724 limits assumed): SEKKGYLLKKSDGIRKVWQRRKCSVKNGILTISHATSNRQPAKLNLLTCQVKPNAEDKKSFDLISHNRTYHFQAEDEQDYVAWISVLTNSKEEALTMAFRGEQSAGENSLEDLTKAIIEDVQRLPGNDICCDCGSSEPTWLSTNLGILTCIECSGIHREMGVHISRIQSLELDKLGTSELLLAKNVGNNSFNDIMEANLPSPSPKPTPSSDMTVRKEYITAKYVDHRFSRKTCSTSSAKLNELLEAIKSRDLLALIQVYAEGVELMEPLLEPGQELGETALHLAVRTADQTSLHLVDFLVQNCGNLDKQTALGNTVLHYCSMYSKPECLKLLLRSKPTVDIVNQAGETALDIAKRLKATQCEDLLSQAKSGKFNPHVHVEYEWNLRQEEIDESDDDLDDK
DDE Tn7 FP inh = inhibitors of Tn7 peptide binding to fibrin DD(E), primary screen, biochemical, fluorescence polarization, human fibrin, Tn7 probe | FP displacement of FITC-Tn7 peptide from fibrin DD(E); 0% = median of compound wells per plate | Fibrinogen beta chain (Homo sapiens), P02675 | actives 0.13% (n = 370,000) | inhibition, % at 8.3 µM;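 active = inhibition above the mean of compounds falling within the control limits plus 3 SD of them, cut at about 14% in these data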;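 also: 0% = plate median of compound wells and 100% = 10 µM Aha-Tn7 peptide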
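Assay system: Fibrin-DD(E) protein isolated from polymerized human fibrin clots; read-out basis: percent inhibition; medium: Tris/NaCl/CaCl2 buffer, pH 7.8; signal: FP measurement; incubation: 10 min plus 3 h, room temperature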
HGIII-sPLA2 inh = human group III sPLA2 inhibitors, primary screen, biochemical, QFRET, BODIPY PC-A2 liposome substrate; QFRET BODIPY PC-A2 liposome hydrolysis, fluorescence; actives 0.56% (n = 370,000); inhibition, % at 12.2 µM; AID 743126, 2013;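 active = inhibition above mean plus 3 SD of compounds lying within the high and low control bounds, cut at about 19% in these data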;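 also: 0% = median of test compound wells and 100% = no enzyme DMSO wells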
PLC-gamma1 inh = PLC-gamma1 enzyme inhibitors, primary screen, biochemical, fluorescence, purified enzyme; fluorogenic substrate; inhibition, % at 12.2 µM; actives 0.84% (n = 370,000); AID 720700, 2013; in the data active = inhibition above about 9.5%
PLCb3 inh = human PLC-beta3 inhibitors, primary screen, biochemical, fluorescence. actives 0.18% (n = 370,000). inhibition, % at 12.2 µM. Purified PLC-beta3, fluorogenic substrate. 1-phosphatidylinositol 4,5-bisphosphate phosphodiesterase beta-3 (Homo sapiens), Q01970; in the data active = inhibition above about 11%;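 also: 0% = median of compound wells on plate and 100% = full blocker control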
* = called active by the depositor. Compounds as they come; about 4.5% have a hit in one of these screens.

SMILES | Tn6 DDE FP | ARFGAP1 inhibitor | Rev-erbA mod | UHRF1 binding | proKLK7 act | ASAP1 inh | DDE Tn7 FP inh | HGIII-sPLA2 inh | PLC-gamma1 inh | PLCb3 inh
COCCN(C(=O)CNC(=O)c1ccco1)C(C(=O)NC1CCCCC1)c1cccnc1 (stereo not drawn) | 4 | -10 | -1 | 1 | -0.1 | -9 | 1 | 10 | 0 | -6
CCCn1cc(S(=O)(=O)CC(=O)Nc2ccc(OCC)cc2)c2ccccc21 | 4 | -2 | -2 | 4 | -0.4 | 12 | -2 | -4 | 0 | 0
Cc1noc(C)c1C(=O)Nc1nnc(CC(C)C)s1 | -4 | -2 | 1 | 3 | 0.5 | -10 | 1 | 7 | -1 | -7
CCS/C(N)=N/N=C/c1cc(C)ccc1O | -1 | -5 | -3 | 0 | -7.6 | 2 | -2 | 10 | -125 | -155
CC(C)(C)C1CCC(=NNC(=O)c2ccc(Br)o2)CC1 (stereo not drawn) | 7 | 11 | 1 | 3 | 6.2 | 4 | -13 | -6 | -1 | -2
CCOc1cc(N2CCOCC2)c(OCC)cc1NC(=O)CC12CC3CC(CC(C3)C1)C2 | 8 | 0 | 3 | 1 | 0.5 | 3 | -1 | 3 | 4 | 2
CC(=O)Nc1ccc(NC(=O)c2ccccc2CC[N+](=O)[O-])cc1 | 6 | 0 | -6 | -1 | 0.1 | -8 | -3 | -11 | 2 | 1
CCCCCCN1C[C@@H](O)[C@H](n2cc(-c3ccc(F)cc3)nn2)C[C@@H]1c1ccccc1 | -1 | 10 | -1 | 17 | -0.4 | 12 | 2 | 3 | 3 | 3
COc1cccc(CNC(=O)c2cc(S(=O)(=O)N3CCCCC3)ccc2C)c1 | 2 | -10 | -8 | 0 | 0.3 | -11 | 3 | 3 | 2 | 1
CC(C)c1ccc(NC(=O)COC(=O)[C@H](CCC(N)=O)NC(=O)c2ccc(F)cc2)cc1 | 1 | 5 | 0 | -1 | 0.1 | -11 | -4 | -20 | 1 | -2

6 compounds from above, showing only PLC-gamma1 inh and ASAP1 inh:
SMILES,PLC-gamma1 inh,ASAP1 inh
CCCn1cc(S(=O)(=O)CC(=O)Nc2ccc(OCC)cc2)c2ccccc21,0,12
Cc1noc(C)c1C(=O)Nc1nnc(CC(C)C)s1,-1,-10
CCS/C(N)=N/N=C/c1cc(C)ccc1O,-125,2
CC(C)(C)C1CCC(=NNC(=O)c2ccc(Br)o2)CC1 (stereo not drawn),-1,4
CCOc1cc(N2CCOCC2)c(OCC)cc1NC(=O)CC12CC3CC(CC(C3)C1)C2,4,3
CC(=O)Nc1ccc(NC(=O)c2ccccc2CC[N+](=O)[O-])cc1,2,-8

Following part:
SMILES | Tn6 DDE FP | ARFGAP1 inhibitor | Rev-erbA mod | UHRF1 binding | proKLK7 act | ASAP1 inh | DDE Tn7 FP inh | HGIII-sPLA2 inh | PLC-gamma1 inh | PLCb3 inh
C/C(=C\C(=O)c1ccc(C)o1)Nc1ccc2c(c1)OCO2 | -5 | 6 | -1 | -7 | -0.3 | 9 | 2 | -2 | -24 | -35
COc1ccc(C(=O)N/N=c2\oc3ccccc3cc2C(=O)NCc2ccccc2)cc1 | 1 | 10 | 0 | -3 | -0.1 | 9 | -6 | 2 | -3 | 1
COc1ccc(-c2cc(=O)oc3cc(OC(C)C(=O)NC4CC4)ccc23)cc1 (stereo not drawn) | 0 | -1 | 1 | 1 | -0.8 | 4 | -2 | 2 | -1 | 0
CCc1ccc(OC(C)C(=O)Nc2ccc(S(=O)(=O)Nc3cc(C)on3)cc2)cc1 (stereo not drawn) | -4 | -13 | 2 | 0 | 0.0 | 11 | 5 | -34 | -1 | -3
CC(C)NCc1nnc(-c2ccc(Cl)cc2)o1 | -7 | 3 | -4 | 1 | -0.5 | -7 | -1 | 2 | 1 | 1
COCCn1c(=NC(=O)c2ccco2)sc2cc(C(=O)OC)ccc21 | 7 | 2 | 42* | -1 | 0.3 | 11 | -4 | -7 | -14 | -14
O=C(c1ccco1)N1CCc2ccccc21 | 4 | 2 | 0 | 1 | 0.4 | 4 | -5 | -1 | 2 | 4
CCS(=O)(=O)N1Cc2ccccc2CC1C(=O)NCCc1c[nH]c2ccccc12 (stereo not drawn) | -1 | -1 | -4 | 3 | -0.6 | 5 | -1 | -48 | 6 | -6
O=C1CC2(CCN(C(=O)c3c(F)cccc3F)CC2)Oc2ccccc21 | -2 | 13 | 2 | 0 | 0.9 | -4 | -9 | 15 | -13 | -16
CCCn1c(O)c(N=N)c2ccccc21 | -3 | 1 | -4 | -3 | 0.4 | 0 | 5 | 8 | 2 | -7
N#CC1=C(c2ccc(-c3ccccc3)cc2)COC1=O | -4 | 4 | 2 | -3 | -0.8 | 29* | 6 | -4 | -24 | -30
COc1cc(CCC(=O)OCC(N)=O)cc(OC)c1OC | 1 | -1 | -7 | 3 | -0.2 | -7 | 3 | 1 | 4 | -1
COC(=O)CC1SC(=O)NC1=Nc1ccc(O)cc1 (stereo not drawn) | -1 | -4 | -4 | 0 | -0.5 | -3 | -6 | 0 | -3 | 1
CC/C(=N/Nc1ccccc1C)c1cnnc(SC)n1 | -1 | -5 | 0 | 0 | -0.7 | -9 | -2 | 14 | 0 | -1
CC(C)(C)NC(=O)c1cc(C(C)(C)C)c(O)c(C(C)(C)C)c1 | 2 | 20 | 3 | 1 | 0.1 | 3 | 1 | 13 | 2 | -1
COCc1c(C#N)c(NCc2cc(OC)c(OC)c(OC)c2)nc(C)c1[N+](=O)[O-] | 0 | 10 | 1 | 3 | 0.0 | -3 | 2 | -2 | -2 | -12
CCOC(=O)c1c(NC(=O)CSc2nccc(=O)[nH]2)sc(C)c1C | -1 | -1 | 1 | 2 | 0.5 | 4 | 2 | 1 | -2 | -5
CCCCc1ccc(NC(=O)CSC2=C(C#N)C(c3ccco3)C3=C(CCCC3=O)N2)cc1 (stereo not drawn) | -3 | -2 | 2 | 18 | -1.0 | 18 | 0 | -47 | -49 | -47
COc1ccccc1NC(=O)C1CC(O)CN1C(=O)Oc1ccccc1 (stereo not drawn) | -1 | 3 | 3 | 2 | -0.4 | -9 | -6 | -4 | -1 | -8
COCCN(C(=S)Nc1cc(C)ccc1C)C(C)c1cccnc1 (stereo not drawn) | 4 | 7 | 2 | 1 | -0.3 | 6 | 5 | 11 | 6 | -2

A draw from above in order of molar mass, lowest first:
SMILES | Tn6 DDE FP | ARFGAP1 inhibitor | Rev-erbA mod | UHRF1 binding | proKLK7 act | ASAP1 inh | DDE Tn7 FP inh | HGIII-sPLA2 inh | PLC-gamma1 inh | PLCb3 inh
N#CC1=C(c2ccc(-c3ccccc3)cc2)COC1=O | -4 | 4 | 2 | -3 | -0.8 | 29* | 6 | -4 | -24 | -30
COc1cc(CCC(=O)OCC(N)=O)cc(OC)c1OC | 1 | -1 | -7 | 3 | -0.2 | -7 | 3 | 1 | 4 | -1
COc1ccccc1NC(=O)C1CC(O)CN1C(=O)Oc1ccccc1 (stereo not drawn) | -1 | 3 | 3 | 2 | -0.4 | -9 | -6 | -4 | -1 | -8

(listing goes on)
SMILES | Tn6 DDE FP | ARFGAP1 inhibitor | Rev-erbA mod | UHRF1 binding | proKLK7 act | ASAP1 inh | DDE Tn7 FP inh | HGIII-sPLA2 inh | PLC-gamma1 inh | PLCb3 inh
COc1cc(C2C(C#N)=C(N)OC3=C2C(=O)CCC3)ccc1OC(=O)N1CCOCC1 (stereo not drawn) | 0 | 7 | -5 | 0 | -0.5 | 12 | -6 | -10 | 0 | 4
COc1cccc(C2/C(=C(/O)c3ccc4c(c3)CC(C)O4)C(=O)C(=O)N2c2nnc(C)s2)c1 (stereo not drawn) | -7 | 3 | 0 | -1 | 3.7 | -1 | 0 | -18 | -24 | -40
CC(C)(CO)NCc1c(OCc2ccc(Cl)cc2)ccc2ccccc12 | 2 | -9 | 9 | -9 | 0.1 | 8 | 4 | -11 | 2 | -4
CCc1cccc(CC)c1N1C(=O)CSCC1=O | 7 | -5 | -5 | 0 | -0.1 | -7 | -6 | 1 | 1 | 2
CC(=O)NC(c1ccc2ccccc2c1)c1ccc2cccnc2c1O (stereo not drawn) | -1 | 1 | 1 | -11 | 0.2 | 3 | -2 | 15 | -16 | -28
Cc1onc(-c2ccccc2Cl)c1C(=O)Nc1ccc2c(c1)OCO2 | -2 | 11 | 4 | 0 | 0.2 | 2 | 0 | 1 | 4 | 6
NS(=O)(=O)c1cccc(NC(=O)COC(=O)CCC2CCCC2)c1 | -6 | -3 | -3 | 1 | 1.0 | -12 | -6 | -12 | -1 | -1
CCOc1cc(CN2CCCC(N3CCN(c4ccc(F)cc4)CC3)C2)ccc1OC (stereo not drawn) | 4 | 0 | 5 | -1 | -0.7 | 7 | 1 | -3 | -1 | -2
COc1ccc(Cl)cc1NS(=O)(=O)c1cccc(C(=O)NCCCN2CCOCC2)c1 | -8 | -3 | 5 | -2 | -0.1 | 6 | -7 | -6 | 2 | 1
COCC(=O)Nc1nc(-c2ccc(-c3ccccc3)cc2)cs1 | -3 | 4 | 1 | -2 | 0.3 | 3 | 0 | -7 | -34 | -48
CCOc1ccc(CCNC(=O)Nc2ccccc2C)cc1OCC | 3 | 0 | 0 | 21* | 0.3 | 1 | 2 | 7 | 1 | -5
Cc1ccc(NC(=O)CN2C(=O)N/C(=C\c3ccco3)C2=O)cc1 | -10 | -5 | -3 | -2 | 0.6 | -4 | 2 | 4 | -6 | -11
Nc1ccn(CCCN2CCN(C(=O)C3CC3)CC2)c(=O)n1 | 2 | 2 | -9 | 2 | -0.6 | -4 | -2 | 6 | 4 | 4
COc1ccccc1-n1c(CNC(=O)c2cccs2)n[nH]c1=S | 8 | 16 | -1 | -2 | 0.6 | 4 | 2 | 4 | -1 | 0
O=C(CCn1c(=O)[nH]c2ccccc2c1=O)N1CCN(c2ccc(Cl)cc2)CC1 | 3 | -11 | 0 | 1 | 0.5 | -17 | 0 | 4 | 1 | 2
O=C(N/N=C/c1cccc(O)c1)c1ccc(COc2ccc3c(c2)CCC3)o1 | -16 | 1 | 6 | 2 | -0.6 | 8 | -8 | -27 | 8 | 3
O=C(CN1CCN(c2ccccc2)CC1)Nc1cccc(C(F)(F)F)c1 | 3 | 7 | 1 | -3 | 0.0 | 8 | 3 | -2 | -2 | 2
COc1ccc(CN2C(=O)c3ccccc3C(/C=N\OCc3ccc(F)cc3)C2=O)cc1 (stereo not drawn) | 0 | 6 | 5 | -2 | 0.7 | -1 | 8 | -15 | -22 | -31
